trophozoite growth: anti-Giardia activity of synthetic compounds – Compounds Australia Scaffold Library subset, 24/48 h, primary screen (AID 1794835) | actives 2% (n = 2,500) | inhibition, % at 10 µM | stronger effect = higher value; in the data active means inhibition mostly above about 45%, no sharp cut-off; inactive means mostly below about 37%;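 further: 0% = parasite counts in DMSO vehicle wells; trophozoite growth inhibition read by imaging counts at 24 h; calls made by hand needing about 50% inhibition in two separate runs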
* marks the source's active call; other numbers are inactive results; i = inactive. Only part of the results is shown, so the mix of outcomes need not match the whole.

SMILES	trophozoite growth
CSc1cccc(NC(=O)CN2C(=O)C(C)N=C(c3ccccc3)c3ccccc32)c1 (configuration not stated)	i
CCc1ccc(NC(=O)[C@@H]2c3cc(OC)c(OC)cc3C(=O)N3CCCC[C@@H]23)cc1	28.1
Cc1nn(C)c(N2CCN(C)CC2)c1[N+](=O)[O-]	i

Sorted by count of non-hydrogen atoms (largest number first): part of the list above
SMILES	trophozoite growth
CSc1cccc(NC(=O)CN2C(=O)C(C)N=C(c3ccccc3)c3ccccc32)c1 (configuration not stated)	i
CCc1ccc(NC(=O)[C@@H]2c3cc(OC)c(OC)cc3C(=O)N3CCCC[C@@H]23)cc1	28.1
Cc1nn(C)c(N2CCN(C)CC2)c1[N+](=O)[O-]	i

Source: PubChem
